NCOA1 inh: inhibits human SRC1 coactivator | Q15788 | HEK293 GAL4-SRC1 luciferase reporter, luminescence | inhibition, % at 3.6 µM | actives 0.12% (n = 360,000) | AID 588354;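 active = inhibition above the campaign mean plus 3 SD, with each screening campaign given its own cutoff, cut at about 60% in these data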;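 also: 0% = DMSO treated cells and 100% = gossypol at 36 µM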
SRC3 inh: inhibitors of human steroid receptor coactivator 3 (SRC3); AID 588352; actives 0.17% (n = 360,000); HEK293 GAL4-SRC3 luciferase reporter, luminescence; inhibition, % at 3.6 µM; Q9Y6Q9;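 active = inhibition above a per-campaign cutoff, the mean of all compounds plus 3 SD, cut at about 60% in these data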;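 also: 0% = DMSO-treated cells and 100% = gossypol-treated cells at 36 µM; higher means less SRC3-driven luciferase light from the GAL4 reporter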
TROY NFkB inh: blocks TROY-dependent signaling in reporter cells; inhibition, % at 10 µM; Q293 LMP1-TROYcd NF-kB luciferase reporter, 4 h; actives 0.98% (n = 360,000);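 active = compounds whose plate-normalised and pattern-corrected inhibition of the luciferase reporter signal at the single screening dose is 50% or more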
Exocytosis inh: lytic granule exocytosis inhibition. actives 0.66% (n = 360,000). inhibition, % at 10 µM. TALL-104 LAMP-1 surface exposure, flow cytometry; cells stimulated with thapsigargin and PMA. AID 651702;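 active = inhibition above about 55%, limit read from the data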
TWEAK Fn14 block: blocks TWEAK-Fn14 interaction in a reporter cell assay; AID 1159606; actives 2% (n = 360,000); TWEAK-stimulated Fn14 reporter cells, luciferase luminescence, 8 h; inhibition, % at 10 µM; in the data active = inhibition above about 50%
TLR9-MyD88 inh: blocks human TLR9 binding to MyD88. Q9NR96+Q99836. CHO BLA complementation TLR9-MyD88, CCF4 FRET ratio. inhibition, % at 4.98 µM. actives 0.21% (n = 340,000). AID 504734;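 active = inhibition above the mean over all tested compounds plus 3 SD, cut at about 21% in these data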;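 also: 0% = DMSO only wells and 100% = clavulanate BLA inhibitor control wells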
LRH-1 inv ag: NR5A2 inverse agonism in reporter assay; HEK293T StAR-luciferase reporter, LRH-1 transfected, 24 h; inhibition, % at 3.6 µM; actives 0.13% (n = 360,000);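 active = inhibition above the mean inhibition of all tested compounds plus 3 SD, cut at about 73% in these data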;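 also: 0% = DMSO wells and 100% = reporter-only cells lacking LRH-1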
NR2F2 inh: NR2F2 (human) inhibition, primary screen. P24468. HEK293T NGFI-A luciferase reporter, luminescence. inhibition, % at 8.6 µM. AID 686940. actives 0.7% (n = 370,000);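 active = inhibition above a per-plate cutoff, mean inhibition of test wells between control levels plus 3 SD, cut at about 38% in these data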;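 also: cells cotransfected with COUP-TFII expression vector driving the NGFI-A reporter; 0% = median of COUP-TF2 test wells and 100% = reporter-only cells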
Target sequence (P24468 whole entry, looked up): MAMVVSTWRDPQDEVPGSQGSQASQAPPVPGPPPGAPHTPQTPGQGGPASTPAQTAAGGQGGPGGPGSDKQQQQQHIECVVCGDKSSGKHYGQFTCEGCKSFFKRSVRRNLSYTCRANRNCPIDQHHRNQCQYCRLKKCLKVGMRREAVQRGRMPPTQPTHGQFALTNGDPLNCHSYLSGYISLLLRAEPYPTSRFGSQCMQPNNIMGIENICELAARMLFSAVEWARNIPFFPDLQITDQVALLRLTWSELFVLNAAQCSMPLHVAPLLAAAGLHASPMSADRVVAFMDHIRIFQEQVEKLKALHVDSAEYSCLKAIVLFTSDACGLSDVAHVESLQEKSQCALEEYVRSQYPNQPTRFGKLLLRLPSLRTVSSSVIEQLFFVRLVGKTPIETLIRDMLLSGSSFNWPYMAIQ
SRC2 inh: human SRC2 (NCOA2) inhibition; Q15596; HEK293 GAL4-SRC2 luciferase reporter, luminescence; AID 651957; actives 0.17% (n = 370,000); inhibition, % at 9 µM;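 active = inhibition above the mean inhibition of all tested compounds plus 3 SD, set per campaign, cut at about 52% in these data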;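 also: 0% = DMSO treated cells and 100% = cells given Gossypol at 36 µM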
NOD2-RIPK2 inh: inhibitors of human NOD2-RIPK2 interaction; CHO BLA complementation NOD2-RIPK2, CCF4 ratio; O43353; inhibition, % at 4.98 µM; actives 0.38% (n = 360,000); in the data active = inhibition above about 21%;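 also: 0% = vehicle only and 100% = reference blocker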
Target sequence (O43353 whole entry, looked up): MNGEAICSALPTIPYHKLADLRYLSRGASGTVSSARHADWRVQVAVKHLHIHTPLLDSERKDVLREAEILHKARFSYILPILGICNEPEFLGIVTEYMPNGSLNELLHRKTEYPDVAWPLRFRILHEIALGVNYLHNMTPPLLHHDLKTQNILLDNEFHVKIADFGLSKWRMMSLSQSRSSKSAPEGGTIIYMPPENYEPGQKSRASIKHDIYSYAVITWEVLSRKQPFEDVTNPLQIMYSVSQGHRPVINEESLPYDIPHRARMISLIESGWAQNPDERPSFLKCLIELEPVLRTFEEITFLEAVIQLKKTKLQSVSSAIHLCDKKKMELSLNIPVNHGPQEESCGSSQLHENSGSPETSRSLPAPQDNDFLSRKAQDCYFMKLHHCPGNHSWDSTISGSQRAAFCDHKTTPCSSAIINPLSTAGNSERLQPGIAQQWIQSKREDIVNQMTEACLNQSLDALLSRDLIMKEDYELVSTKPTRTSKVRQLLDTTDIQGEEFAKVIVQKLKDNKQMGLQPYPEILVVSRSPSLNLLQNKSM
ABHD5 PLIN5 PPI: ABHD5-PLIN5 protein interaction inhibition; Q00G26+Q8WTS1; Split G. princeps luciferase complementation, luminescence, 4 h; inhibition, % at 4 µM; actives 0.78% (n = 360,000); AID 602281;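 active = inhibition above the mean inhibition across every tested compound plus 3 SD, cut at about 22% in these data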;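 also: 0% = DMSO only wells and the 100% control is not disclosed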
Starred values were filed as active, the others as inactive; · = not tested or not shown.

Preview:
SMILES	NCOA1 inh	SRC3 inh	TROY NFkB inh	Exocytosis inh	TWEAK Fn14 block	TLR9-MyD88 inh	LRH-1 inv ag	NR2F2 inh	SRC2 inh	NOD2-RIPK2 inh	ABHD5 PLIN5 PPI
CNc1cc(CSC)nc(SCc2ccc(Cl)c(Cl)c2)n1	-26	13	-6	3	21	1	-44	-4	-25	-16	-9
CC(=O)n1cc(-c2ccncc2)c2ccccc21	2	17	20	15	23	9	-12	-1	2	1	5
CC1CCc2nc(NC(=O)CN3CCOCC3)sc2C1 (stereo unspecified)	-58	-52	-21	0	-1	-13	-52	-29	-55	-2	-3
C=CCNS(=O)(=O)c1ccc(N2C(=O)c3ccccc3C2=O)cc1	-6	13	-16	-2	6	-1	2	-15	0	-1	3
CN(C)c1ccc(/C=N/NC(=O)c2ccc3c(c2)OCCO3)cc1	-28	-51	-42	1	-11	6	-56	-35	-55	8	0
O=C(CCCOC(=O)c1ccc(O)cc1O)c1ccc(F)cc1	-14	4	-11	-1	-5	-7	-13	3	2	2	-2
COc1cccc(CN2C(=O)CCC2(C)C(=O)NCCc2ccc(OC)c(OC)c2)c1 (stereo unspecified)	-26	10	-19	4	6	1	2	-16	-15	0	-6
CCc1ccc(C2=NN(CCC(=O)NCC3CCCO3)C(=O)CC2)cc1 (stereo unspecified)	3	9	5	1	-4	5	6	11	-6	1	-4
COc1ccccc1OCc1ccc(C(=O)N2CCCCC2)o1	-4	-8	14	13	-2	3	3	-6	-22	-10	-1
CC(C)(C)NCC1(CO)SC(N)=NC1=O (stereo unspecified)	-1	5	7	4	-6	-5	3	6	-52	-3	3
Cc1ccnc2nc(C(=O)Nc3ccc4c(c3)OCO4)nn12	-82	-75	24	-2	38	-1	-77	-18	-101	10	0
Cc1sc(NC(=O)Cc2ccc3c(c2)OCO3)nc1-c1ccc2c(c1)CCN2C(=O)c1cccc(F)c1	17	28	-7	4	50	-12	13	28	5	-4	-4
O/N=C/c1cc(Br)cs1	2	16	5	-4	3	7	11	-6	14	1	11

The whole of this part (from the top)
SMILES	NCOA1 inh	SRC3 inh	TROY NFkB inh	Exocytosis inh	TWEAK Fn14 block	TLR9-MyD88 inh	LRH-1 inv ag	NR2F2 inh	SRC2 inh	NOD2-RIPK2 inh	ABHD5 PLIN5 PPI
CNc1cc(CSC)nc(SCc2ccc(Cl)c(Cl)c2)n1	-26	13	-6	3	21	1	-44	-4	-25	-16	-9
CC(=O)n1cc(-c2ccncc2)c2ccccc21	2	17	20	15	23	9	-12	-1	2	1	5
CC1CCc2nc(NC(=O)CN3CCOCC3)sc2C1 (stereo unspecified)	-58	-52	-21	0	-1	-13	-52	-29	-55	-2	-3
C=CCNS(=O)(=O)c1ccc(N2C(=O)c3ccccc3C2=O)cc1	-6	13	-16	-2	6	-1	2	-15	0	-1	3
CN(C)c1ccc(/C=N/NC(=O)c2ccc3c(c2)OCCO3)cc1	-28	-51	-42	1	-11	6	-56	-35	-55	8	0
O=C(CCCOC(=O)c1ccc(O)cc1O)c1ccc(F)cc1	-14	4	-11	-1	-5	-7	-13	3	2	2	-2
COc1cccc(CN2C(=O)CCC2(C)C(=O)NCCc2ccc(OC)c(OC)c2)c1 (stereo unspecified)	-26	10	-19	4	6	1	2	-16	-15	0	-6
CCc1ccc(C2=NN(CCC(=O)NCC3CCCO3)C(=O)CC2)cc1 (stereo unspecified)	3	9	5	1	-4	5	6	11	-6	1	-4
COc1ccccc1OCc1ccc(C(=O)N2CCCCC2)o1	-4	-8	14	13	-2	3	3	-6	-22	-10	-1
CC(C)(C)NCC1(CO)SC(N)=NC1=O (stereo unspecified)	-1	5	7	4	-6	-5	3	6	-52	-3	3
Cc1ccnc2nc(C(=O)Nc3ccc4c(c3)OCO4)nn12	-82	-75	24	-2	38	-1	-77	-18	-101	10	0
Cc1sc(NC(=O)Cc2ccc3c(c2)OCO3)nc1-c1ccc2c(c1)CCN2C(=O)c1cccc(F)c1	17	28	-7	4	50	-12	13	28	5	-4	-4
O/N=C/c1cc(Br)cs1	2	16	5	-4	3	7	11	-6	14	1	11
Cc1c(C(=O)Nc2ccc(-c3nnc4n3CCCCC4)cc2)oc2c1ccc1ccccc12	4	-3	23	5	44	0	4	-23	-11	2	6
Cc1ccc(C2(C)NC(=O)N(CC(=O)NCc3cccs3)C2=O)cc1 (stereo unspecified)	-18	6	19	0	-5	2	-1	9	9	-4	-11
O=C(C1=C[C@@H](C2CC2)C[C@@H](OCc2ccc(CO)cc2)O1)N1CCN(Cc2ccc3c(c2)OCO3)CC1	-7	-27	10	-3	-32	6	40	4	12	-1	-29
COc1ccc(S(=O)Cc2ccc(C(=O)N3CCN(c4cccc(C)c4C)CC3)o2)cc1 (stereo unspecified)	8	11	35	18	17	-2	-5	·	·	-10	-5
Cc1ccc(C)c2[nH]c(=O)c(C(c3nnnn3Cc3ccco3)N3CCc4ccccc4C3)cc12 (stereo unspecified)	10	2	-8	-2	15	-5	-5	9	-8	-6	-12
O=C(NC1CCCCCC1)c1nc2ncccn2n1	11	-3	7	0	6	-4	-9	-12	4	0	2
COc1ccc(C(=O)c2cc(C(C)=O)c(Nc3ccccc3)s2)cc1	8	1	-40	15	-9	1	21	4	-53	-3	1
COCCCN1C(=O)C(CC(=O)NCc2cccs2)CC(C(=O)N(C)C)=C1C (stereo unspecified)	-10	-17	-4	-1	3	-1	-7	4	-14	-6	-6
Fc1cccc2sc(Nc3nnc(-c4ccco4)o3)nc12	-79	-53	-56	2	-37	4	-72	-28	-42	-7	0
O=[N+]([O-])c1ccc(O)c(P(=O)(c2ccccc2)c2ccccc2)c1	19	16	5	10	1	12	21	-17	-11	8	11
CCCCN1C2=C(C(=O)CC(C)(C)C2)C(c2ccccc2)C2=C1c1ccccc1C2=O (stereo unspecified)	-14	6	4	22	15	-13	22	-1	-3	-10	-20
CCN1CCN(Cc2cccc(Oc3ccccc3)c2)CC1	8	13	-17	-1	-15	0	3	·	·	-3	2
Cc1ccc(OCC(=O)Nc2ccc(NC(=O)c3ccccc3)c(C)c2)cc1	2	13	9	2	6	-9	8	-21	12	2	-10
CN(CC(=O)Nc1ccc(Cl)cc1)C(=O)c1cccc(S(=O)(=O)NCc2ccccc2)c1	-6	14	-13	22	12	0	14	1	-4	-2	6
O=C(Nn1cnnc1)c1ccncc1	-11	2	-4	-2	-1	-3	0	-2	19	-2	-1
Cc1ccc(S(=O)(=O)Nc2ccc3c(c2)n(C)c(=O)n3C)c(C)c1	-1	4	4	1	10	7	8	0	-1	0	0
O=C(CCNS(=O)(=O)c1ccc(OC(F)(F)F)cc1)Nc1cccc(S(=O)(=O)N2CCCC2)c1	-3	13	-3	-6	5	-4	-8	-12	13	-11	-9
CCCC(=O)N(c1ccc2oc(=O)sc2c1)S(=O)(=O)c1cccs1	6	-4	-9	0	0	-4	5	24	5	3	17
O=C(CNC(=O)c1ccccc1F)c1ccc(Br)cc1	-180	-90	-35	-7	7	-4	-141	-65	-65	-12	0
Cc1ccc(/C=C2/C(=N)N3N=C(CC(=O)N4CCCC4)SC3=NC2=O)cc1	4	10	-16	-14	2	3	-7	23	-46	-5	-1
Cc1ccc(C2=NC3(CCCCC3)NC2=S)cc1	-39	-31	-37	-1	-10	-11	-13	-4	-4	5	-2
COc1ccc(/C=C/C(=O)Nc2ccccc2C(F)(F)F)cc1OC	-29	13	-40	0	-10	-8	-15	-14	-19	1	3
O=C(CSc1nc2[nH]ncc2c(=O)[nH]1)Nc1cccc(Cl)c1	-33	-11	5	1	12	-5	-4	7	-4	-3	-2
COC(=O)c1cccc(NC(=O)c2ccccc2)c1	-13	0	-26	-3	0	4	-31	-16	-14	-9	-1
CCCCCCn1nc(C(=O)OCC(=O)NC2CCS(=O)(=O)C2)c2ccccc2c1=O (stereo unspecified)	-9	3	8	-1	-2	-3	0	-10	-10	-11	-9
O=C(c1cccnc1)N1CCN(C(=O)c2ccccc2F)CC1	-3	21	-1	1	-16	3	10	2	-17	4	-5
Cc1ccc(S(=O)(=O)/C(C#N)=C/c2c(N3CCOCC3)nc3c(C)cccn3c2=O)cc1	-3	13	-26	8	16	·	-1	6	9	-4	2
OCC[C@H]1C[C@@H](O)[C@H](O)[C@@]2(CCc3ccccc3O2)O1	-7	3	-3	6	12	-3	-3	6	3	-7	8
Cn1nnnc1SCc1ccc(C(=O)Nc2ccccc2F)cc1	-34	-3	-44	-4	-24	4	-52	-17	-11	-7	6
O=C1CCSc2cccc3cccc(c23)N1	-18	7	-20	2	12	-7	19	-14	-24	0	3
Cc1cc(C)c(C#N)c(Sc2ccccc2N)n1	-2	-3	18	-2	11	-14	6	-8	-6	9	-1
CCCC(=O)NCn1nnc(-c2ccc(Cl)cc2)n1	-31	11	-11	-4	-28	5	-7	-1	-5	5	-4
COc1cccc(C(NC(C)=O)c2nc(-c3ccc4c(c3)OCO4)cs2)c1 (stereo unspecified)	5	-14	-18	-2	10	·	3	-2	11	-12	6
C=CCNC(N)=S	0	3	-9	-1	-4	-1	-12	-6	-2	-8	11
COc1cc(/C=C(\NC(C)=O)C(=O)O)cc(OC)c1OC	10	22	-9	-1	2	·	4	1	4	-2	3
O=C(Cc1cc(=O)oc2cc(O)ccc12)NC(Cc1ccc(Cl)cc1)C(=O)O (stereo unspecified)	-10	0	15	2	9	1	5	-4	-72	6	6
CCN(CC)S(=O)(=O)c1ccc(N2CCOCC2)c(NC(=O)C(C)(C)C)c1	13	20	22	-1	-26	8	13	1	-11	3	2
O=C(O)CSCC(=O)N1CCN(c2ccnc3cc(Cl)ccc23)CC1	10	17	-12	8	12	-6	2	·	·	-9	-4
CCOC(=O)N1CCN(Cc2nnc(-c3cccc(Br)c3)o2)CC1	8	-1	-5	-5	13	7	22	11	-1	0	-17
Cc1cc(Cl)ccc1OCC(=O)Nc1ccccc1N1CCOCC1	7	9	21	6	8	-3	-10	0	3	6	-7
O=C(C[n+]1cc(-c2ccccc2)n2c1CCC2)OCc1ccccc1	7	13	3	3	1	-5	16	-19	-5	-3	6
O=C(c1ccc(Br)s1)N1CCCC1	-42	-21	18	-1	-13	2	1	3	5	-3	-6

The list is partial, so the mix of outcomes need not match the whole.
